# PGK inhibitor – qHTS Assay to Find Inhibitors of Phosphoglycerate Kinase | Potency, µM (series often up to 57.5 µM), without a hit: at the top dose activity change, negative = inhibition, usual class: inhibitors | 380,000 compounds, 0.043% hits | PGK/GAPDH coupled, Kinase-Glo luminescence, 60 min | Phosphoglycerate kinase, glycosomal (Trypanosoma brucei brucei), P07378; also: % is scaled to controls: 0 for no effect and ±100 for the full control effect; nearly all actives have a fitted effect of over 60% in size
#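 Recombinant glycosomal PGK reaction used 1,3-bisphosphoglycerate generated in-well by GAPDH (100nM final) in 100mM TEA pH 7.6, 5mM MgCl2, 0.01% Tween-20. After 60 minutes at room temperature, ATP was read by Kinase-Glo Plus luminescence end-point.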
# Pin1 inhibitor – qHTS Assay to Find Inhibitors of Pin1. Peptidyl-prolyl cis-trans isomerase NIMA-interacting 1 (Homo sapiens), Q13526. Pin1 FP peptide displacement, HiFluor488, 10 min. Potency, µM (series often up to 115 µM), for inactives: at the highest dose activity, negative = inhibition, hits mostly inhibitors. 390,000 compounds, 0.009% hits; active = well fitted inhibition curve with a large enough effect in the polarisation, with a control signal flat, not every such curve was filed as active; inconclusive = small, poorly fitted or top-dose-only effect, or effect the other way, or a change in a side signal; inactive = no such curve, though single readings can be large or run the other way; the % refers to the polarisation; also: % is scaled to controls: 0 for no effect and ±100 for the full control effect
# RGS4 inhibitor – Inhibitors of Regulator of G Protein Signaling (RGS) 4: qHTS; Regulator of G-protein signaling 4 (Homo sapiens), P49798; Transcreener GDP fluorescence polarization, RGS4-accelerated GTP hydrolysis; Potency, µM (highest dose often 114 µM), without a hit: top-dose activity change, negative = inhibition, actives largely listed as inhibitors; 390,000 compounds, 0.039% hits; also: % is scaled to controls: 0 for no effect and ±100 for the full control effect; nearly all actives have a fitted effect of over 75% in size; some results filed as inactive show a strong effect at the top dose
#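 MLSMR compounds (23 nl, pin-transferred) preincubated 10 min at room temperature with a 500nM (2x) first reagent, then RGS4 at 900nM (2x) plus Transcreener GDP mix added; fluorescence polarization (620/688 nm) read before and after 90 min at 30 °C.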
# GLS inh – qHTS for Inhibitors of Glutaminase (GLS); Glutaminase kidney isoform, mitochondrial (Homo sapiens), O94925; GLS enzymatic activity, qHTS titration; Potency, µM (doses to about 45.5 µM), inactives show at the top dose activity change, negative = inhibition, most hits filed as inhibitors; 410,000 compounds, 0.21% hits; also: % is scaled to controls: 0 for no effect and ±100 for the full control effect
#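 Enzyme dispensed in phosphate buffer (45 mM, pH 8.2, 0.02% Tween-20), compounds pinned in, then 1 mM L-glutamine solution and the glutamate oxidase–HRP–Amplex Red mix added; fluorescence read immediately and again after 30 min at room temperature.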
# 12-LOX inh – Primary qHTS assay for inhibitors of human arachidonate 12S-lipoxygenase (ALOX12): Round 2; Potency, µM (titrated, usually from 108 µM), without a hit: at the top dose activity change, negative = inhibition, most hits filed as inhibitors; purified 12hLO, xylenol orange hydroperoxide absorbance; 580,000 compounds, 1.1% hits; AID 1671190, 2021; Polyunsaturated fatty acid lipoxygenase ALOX12 (Homo sapiens), P18054; also: % is scaled to controls: 0 for no effect and ±100 for the full control effect
#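 Hydroperoxide product was detected by ferrous iron/xylenol orange as the 573 to 405 nm absorbance ratio. Arachidonic acid at 40 uM (final) was turned over for 30 min at room temperature by 150 nM human 12hLO, pH 7.0 Hepes buffer, after 15 min compound preincubation.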
# HP1b binding inh – HTS for Inhibitors of HP1-beta Chromodomain Interactions with Methylated Histone Tails; Chromobox protein homolog 1 (Homo sapiens), P83916; AlphaScreen HP1-beta / biotin-H3K9me3 peptide binding; Potency, µM (highest dose often 114 µM), inactives show at the top dose activity change, negative = inhibition, usual class: inhibitors; 390,000 compounds, 0.56% hits; AID 540317, 2011; also: nearly all actives have a fitted effect of over 70% in size; inactives centre near 23
#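 Compound inhibition of the preformed complex between 50 nM HP1-beta and 50 nM biotinylated H3K9me3 peptide was read by AlphaScreen. Buffer was PBS pH 7.4 with 0.01% Tween-20. Incubations ran 30 min at room temperature, with 10 ug/mL donor/acceptor beads.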
# rTrxR1 inhibitor – qHTS Assay for Inhibitors of Mammalian Selenoprotein Thioredoxin Reductase 1 (TrxR1): qHTS. recombinant rTrxR1, NADPH fluorescence consumption, selenite substrate. 390,000 compounds, 1% hits. Potency, µM (top dose mostly 114 µM), for inactives: top-dose activity change, negative = inhibition, usual class: inhibitors. AID 588453, 2011. Thioredoxin reductase 1, cytoplasmic (Rattus norvegicus), O89049; also: % is scaled to controls: 0 for no effect and ±100 for the full control effect; nearly all actives have a fitted effect of over 65% in size
#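 Rat TrxR1 (90 nM in the dispensed reagent) was pre-reduced with 400 uM NADPH for 5 min at room temperature, then incubated with compound for 15 min. After 400 uM selenite was added, NADPH fluorescence (Ex 340/Em 450 nm) was followed for 8 min.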
# JMJD2A Tudor – qHTS Assay for Inhibitors of JMJD2A-Tudor Domain. Lysine-specific demethylase 4A (Homo sapiens), O75164. AlphaScreen JMJD2A-Tudor / H3K4me3 peptide binding. Potency, µM (titrated, usually from 114 µM), without a hit: top-dose activity change, negative = inhibition, usual class: inhibitors. 390,000 compounds, 4.4% hits. AID 504339, 2011; also: % is scaled to controls: 0 for no effect and ±100 for the full control effect; nearly all actives have a fitted effect of over 50% in size
# Target sequence (O75164 whole entry, looked up, the tested form may be a part): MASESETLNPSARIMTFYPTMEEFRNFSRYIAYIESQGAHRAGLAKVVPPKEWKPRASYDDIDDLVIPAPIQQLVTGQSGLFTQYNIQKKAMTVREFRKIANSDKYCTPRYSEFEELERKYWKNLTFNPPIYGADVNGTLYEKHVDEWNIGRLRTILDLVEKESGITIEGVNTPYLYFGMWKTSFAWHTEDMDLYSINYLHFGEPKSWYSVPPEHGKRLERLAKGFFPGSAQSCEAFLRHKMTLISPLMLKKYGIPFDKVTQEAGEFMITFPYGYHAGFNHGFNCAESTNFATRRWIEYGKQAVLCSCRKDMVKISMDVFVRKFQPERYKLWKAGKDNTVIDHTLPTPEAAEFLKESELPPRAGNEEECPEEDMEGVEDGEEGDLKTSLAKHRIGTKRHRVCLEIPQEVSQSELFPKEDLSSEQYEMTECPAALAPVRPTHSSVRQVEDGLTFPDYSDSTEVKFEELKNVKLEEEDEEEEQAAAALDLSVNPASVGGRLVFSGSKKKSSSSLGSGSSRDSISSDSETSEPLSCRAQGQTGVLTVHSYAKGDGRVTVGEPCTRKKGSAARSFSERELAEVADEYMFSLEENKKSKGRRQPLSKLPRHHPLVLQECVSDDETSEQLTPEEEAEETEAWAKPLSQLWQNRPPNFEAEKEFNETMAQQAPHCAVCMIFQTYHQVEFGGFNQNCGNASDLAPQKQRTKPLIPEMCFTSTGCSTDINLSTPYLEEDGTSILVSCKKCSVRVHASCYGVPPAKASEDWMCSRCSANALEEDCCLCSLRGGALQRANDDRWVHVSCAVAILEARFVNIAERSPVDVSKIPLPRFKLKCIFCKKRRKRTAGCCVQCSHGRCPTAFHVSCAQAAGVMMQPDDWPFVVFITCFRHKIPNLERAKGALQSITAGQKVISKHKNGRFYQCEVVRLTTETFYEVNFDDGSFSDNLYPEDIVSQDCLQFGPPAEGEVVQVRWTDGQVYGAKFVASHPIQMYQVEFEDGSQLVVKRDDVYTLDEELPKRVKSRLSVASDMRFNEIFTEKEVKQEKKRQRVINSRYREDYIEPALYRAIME
# ERG Ets-DNA blk – qHTS for Small Molecule Inhibitors of the ERG Ets/DNA interaction; AID 624246, 2012; Potency, µM (highest dose often 76.9 µM), inactives show top-dose FP activity, negative = inhibition, actives largely listed as inhibitors; 370,000 compounds, 0.028% hits; Transcriptional regulator ERG (Homo sapiens), P11308; fluorescence polarization, His-ERG Ets domain / labelled DNA; active = well fitted inhibition curve with a large enough effect in the polarisation, with a control signal flat; inconclusive = small, poorly fitted or top-dose-only effect, or effect the other way, or a change in a side signal; inactive = no such curve, though single readings can be large or run the other way; the % refers to the polarisation;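 also: polarization taken with two DNA probes labelled with fluorescein and Texas red; % of control where 0% means no effect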
#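 His-tagged ERG Ets domain (1 uM in the protein solution; 300mM KCl, 50mM Tris-HCl, 1mM EDTA, 1mM DTT, pH 7.5) received compound, then a probe mix of 5 nM fluorescein-DNA and 100nM Texas-615-DNA. Fluorescence polarization was read for both dyes.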
# Starred values were filed as active, the others as inactive; i = inactive; ? = inconclusive; . = no result given; & = joins results of further samples; [ ] = another dose, or the depositor's remark. Unless noted, calls follow the shape of the dose curve; as a rule, active = well fitted curve in the direction sought with a large enough effect; inconclusive = small, poorly fitted or top-dose-only effect, or another doubt; inactive = no such curve, though single readings can be large; an effect the other way counts as inactive or inconclusive. Potency is read from the fitted curve at half-maximal effect.
# Start of the data: the first five records, ahead of the listing:
# Value order – HP1b binding inh | GLS inh | rTrxR1 inhibitor | ERG Ets-DNA blk | PGK inhibitor | 12-LOX inh | JMJD2A Tudor | RGS4 inhibitor | Pin1 inhibitor
N#CCSc1ccc(-c2nc3ccccc3[nH]2)cn1
    24% | 6% | -2%[57.1 µM] | 15% | -13% | -1% | -6% | -6% | 3%
COc1ccc(C(=O)O)cc1S(=O)(=O)NCCN(C)C
    26% | 3% | 16% | 4% | -10% | 6% | 10% | 3% | -2%
O=C(NCC1CCCO1)C1CC(=O)N(c2ccccc2)C1 (stereo unspecified)
    -3% | 5% | 23% | -7% | 6% | 19% | -9% | 25% | 2%
Cc1cc(C)nc(NC(=O)/C=C/c2ccccc2Cl)n1
    34% | -4% | 13% | 5% | 4% | 0% | 4% | -7% | -10%
CC(=O)Nc1cccc(NC(=O)CSc2nc3c(c(=O)n(C)c(=O)n3C)n2C)c1
    4% | 3% | 1% | 6% | i | ? | -11% | -12% | -7%

# The whole of this part, repeating the preview:
# Value order – HP1b binding inh | GLS inh | rTrxR1 inhibitor | ERG Ets-DNA blk | PGK inhibitor | 12-LOX inh | JMJD2A Tudor | RGS4 inhibitor | Pin1 inhibitor
N#CCSc1ccc(-c2nc3ccccc3[nH]2)cn1
    24% | 6% | -2%[57.1 µM] | 15% | -13% | -1% | -6% | -6% | 3%
COc1ccc(C(=O)O)cc1S(=O)(=O)NCCN(C)C
    26% | 3% | 16% | 4% | -10% | 6% | 10% | 3% | -2%
O=C(NCC1CCCO1)C1CC(=O)N(c2ccccc2)C1 (stereo unspecified)
    -3% | 5% | 23% | -7% | 6% | 19% | -9% | 25% | 2%
Cc1cc(C)nc(NC(=O)/C=C/c2ccccc2Cl)n1
    34% | -4% | 13% | 5% | 4% | 0% | 4% | -7% | -10%
CC(=O)Nc1cccc(NC(=O)CSc2nc3c(c(=O)n(C)c(=O)n3C)n2C)c1
    4% | 3% | 1% | 6% | i | ? | -11% | -12% | -7%
CN(C)CCC(c1ccc(Cl)cc1)c1ccccn1 (stereo unspecified)
    -18%&36% | 0%&0%&0% | -7%[57.1 µM] | 2%&-20% | -4%&-3% | -13%&2% | -19%&-24% | 15%[56.9 µM] | -1%&-1%
COc1cc2nc(N3CCN(c4cc(C)ccc4C)CC3)nc(N)c2cc1OC
    -15% | 0% | 15% | 2% | -4% | ? | ? | -4% | 0%
NNC(=O)c1cc2cc3ccccc3nc2s1
    41%[activator] | 6% | 2% | 11% | -1% | 13% | -25% | -13%[56.9 µM] | 13%
COc1ccc(NC(=S)N(CCCN2CCC(C)CC2)Cc2cccs2)cc1Cl
    -9% | -1% | 28%[57.1 µM] | 6% | i | 11% | -25% | -37% | 0%
O=C(c1ccc(C#Cc2ccccc2)o1)N1CCN(c2ccccn2)CC1
    ? | 0% | 12% | . | . | 10% | -18% | 17% | 1%
Cc1cc(NCCCn2ccnc2)n2ncc(-c3ccc(Cl)cc3)c2n1
    -2% | 19% | 7% | -1% | 2% | -10% | ? | 14% | 0%
CCOc1ccc(CNC(=O)Cn2ccc3cc(S(=O)(=O)N4CCCCCC4)ccc32)cc1
    15%[57 µM] | 13%&-2% | 9%&16% | -5%&1% | -9%&-4% | 8%&-19% | 4%&-16% | 9%&19% | 23%&1%
CC1Cc2ccccc2N1C(=O)CSc1nnnn1-c1ccc2c(c1)OCCO2 (stereo unspecified)
    9% | 0% | 21%[57.1 µM] | 0% | i | 2% | -19% | -9% | 5%
Cc1cc(=O)[nH]c(N2CCOCC2)n1
    16% | 6% | 5%[57.1 µM] | 1% | -4% | -2% | -5% | 21% | -13%
CCOC(=O)Cc1ccc(NC(=O)N2CCC(CN3CCC(C)CC3)CC2)cc1
    3% | -1% | 19% | 0% | i | -17% | -31% | -6% | -2%
Cc1c(Cl)cccc1-n1ncc(C(=O)N2CCOCC2)c1C1CCN(C(=O)OC(C)(C)C)CC1
    11% | -8% | 18% | 1% | -6% | -3% | -11% | 4% | -9%
c1ccc(Nc2n[nH]nc2-c2ccccc2)cc1
    -8% | -1% | -9% | -8% | -8% | 13% | -4%[11.4 µM] | 19%[11.4 µM] | 3%
[O-][n+]1c2ccccc2c2n1CCN1CCOC21c1ccc(Cl)cc1 (stereo unspecified)
    25% | 4% | -4% | 0% | -6% | -2% | -16% | -6% | ?
Cc1cc([N+](=O)[O-])ccc1NC(=O)CN1CCN(Cc2ccccc2)CC1
    16% | 0% | 9% | -2% | -2% | 9% | -23% | 2% | -1%
CCC1CCCCN1C(=O)CSc1nc(-c2ccc(OC)cc2)cc(C(F)(F)F)n1 (stereo unspecified)
    65%[activator] | 0% | 27% | 11% | 3% | 0% | 18% | 7% | 2%
COc1ccc(Cl)cc1C(=O)NCCS(=O)(=O)N1CCN(c2ccccc2OC)CC1
    15%[57 µM] | 3% | -9%[57.1 µM] | 2% | 7% | -12% | -13% | 2% | ?
Cc1cc(-c2n[nH]c(=S)n2-c2ccccc2)nn1C
    26% | 2% | -22% | -3% | i | ? | 3.2µM* | -34% | 10%
O=C(c1cc(S(=O)(=O)N2CCN(c3ccccc3)CC2)ccc1Cl)N1CCCCCCC1
    5% | 4% | 22%[57.1 µM] | 1% | i | 8% | -26% | 3% | ?
S=C1NCCOCCNC(=S)NCCOCCOCCN1
    21% | 2% | -10% | 3% | 3% | -18% | -12% | -23% | 28%
CCCc1cc(N2CCCC(C(=O)Nc3c(OC)cccc3OC)C2)n2ncnc2n1 (stereo unspecified)
    15% | 12% | -7%[2.29 µM] | 4% | -2% | 7% | -10% | 28% | -4%
COC(=O)c1ccc(CSc2nccn2C)cc1
    17% | 5% | 4%[57.1 µM] | 1% | 3% | -5% | -19% | 4% | -1%
O=C(NCc1ccc(Cl)c(Cl)c1)c1ccco1
    28% | 1% | -31% | 11% | i | -21% | 0% | -33% | 13%
O=C(CN1C(=O)NC2(CCCC2)C1=O)OCc1cc(=O)n2cc(Br)ccc2n1
    ? | ? | 9% | 12% | -13% | -26% | 50µM* | -21%[56.9 µM] | -8%
Cc1cccc(CN(CC(=O)N/N=C/c2ccco2)S(=O)(=O)c2ccc(Cl)cc2)c1
    ? | -2% | 32%[activator][57.1 µM] | 7% | ? | ? | 79µM* | ? | 7%
CCN(C(=O)CSc1nnc(SC(C)C)s1)C1CCS(=O)(=O)C1 (stereo unspecified)
    44%[activator] | 0% | 21% | -18% | 2% | 1% | -10% | 7% | 3%
O=C(Nc1ccccc1N1CCCCC1)c1ncoc1-c1ccc(F)cc1
    45%[activator] | 4% | 10% | -11% | -3% | 30% | 44%[activator] | 13% | 6%
Cc1ccc(-c2csc(C(C#N)=C(O)CN3CCN(C(=O)c4ccco4)CC3)n2)cc1
    -9% | 36%[activator] | -5% | 17% | -4% | 45µM* | ? | 15% | 2%
O=C(NNC(=O)C1CCCCC1)C(=O)NC1CCCCC1
    9% | -5% | 17% | . | -5% | 9% | ? | -17% | -7%
O=C1CC(c2cccc(O)c2)c2c(nc(SCc3ccccc3F)[nH]c2=O)N1 (stereo unspecified)
    20% | 16% | 5% | 9% | -3% | -25% | -13% | -14% | 0%
CCOc1ccccc1NC(=O)CSc1nc2nc(-c3cccs3)cc(C(F)(F)F)c2c(=O)[nH]1
    22% | 6% | 10% | 2% | -9% | ? | -2% | 24% | 38%[activator]
C/C(=N/NC(=O)c1ccoc1C)c1ccc(N2CCOCC2)cc1
    15% | -12% | -4%[57.1 µM] | -8% | -6% | 20% | -15% | -13% | -5%
Cc1ccc(-c2nc3ncccc3o2)cc1NC(=O)c1ccc2c(c1)OCO2
    16%[57 µM] | -6% | 8% | 0% | 6% | 9% | 4% | -10% | -1%
COc1ccc(NC(=O)CN(c2cccc(C(F)(F)F)c2)S(C)(=O)=O)cc1OC
    12% | 0% | 13% | -6% | -1% | -16% | -14% | 6% | -3%
CCN(CC)CCNC(=O)c1ccc2nc(CCc3ccccc3)oc2c1
    8%[57 µM] | 3% | 17%[57.1 µM] | 1% | -3% | -22% | -23% | 1% | -9%
CCCCn1nnnc1SCC(=O)Nc1ccc2c(c1)OCO2
    68%[activator] | -9% | 2% | 5% | -17% | 0% | -7% | -37% | -1%
CC1CCCCC1NC(=O)CCS(=O)(=O)c1cc2c(cc1Cl)NC(=O)CO2 (stereo unspecified)
    23% | -10% | 31% | 5% | i | 1% | -15% | -10% | -2%

# Some of the compounds tested; count on the stated rates, not on these rows.
